High-throughput results from PubChem BioAssay.
FLuc inhib CS – counter-screen for luciferase assay inhibitors: firefly luciferase inhibition; ATPLite firefly luciferase biochemical luminescence, 10 min; inhibition, % at 10 µM; hit rate 1.5% among 200,000;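 active = inhibition above about 50% when tested at 10 µM, limit read from the data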
Target sequence (P08659 whole entry, looked up): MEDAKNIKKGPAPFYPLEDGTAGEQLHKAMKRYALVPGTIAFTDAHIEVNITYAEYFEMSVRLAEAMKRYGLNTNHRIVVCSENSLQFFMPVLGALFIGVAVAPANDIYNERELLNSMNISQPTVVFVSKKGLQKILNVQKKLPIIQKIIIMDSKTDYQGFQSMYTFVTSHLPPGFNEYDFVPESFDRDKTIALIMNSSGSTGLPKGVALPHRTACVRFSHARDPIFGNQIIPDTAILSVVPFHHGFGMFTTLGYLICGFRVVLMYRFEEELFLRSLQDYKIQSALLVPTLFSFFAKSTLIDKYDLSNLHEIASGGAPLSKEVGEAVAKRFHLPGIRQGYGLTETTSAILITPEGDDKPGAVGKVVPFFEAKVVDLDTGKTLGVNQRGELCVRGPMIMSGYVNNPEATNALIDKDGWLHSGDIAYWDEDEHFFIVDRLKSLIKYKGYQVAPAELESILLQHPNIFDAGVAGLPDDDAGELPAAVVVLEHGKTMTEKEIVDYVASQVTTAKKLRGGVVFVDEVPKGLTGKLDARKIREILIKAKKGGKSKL
Hsp70 act – transcriptional activators of Hsp70. hit rate 0.04% among 200,000. activation, % at 10 µM. HeLa Hsp70 promoter luciferase reporter, luminescence; scaled: vehicle 0, proteasome-inhibitor control 100%. AID 1203;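 active = activation above the mean across all tested compounds plus 3 SD, cutoff set per campaign, cut at about 5.5% in these data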;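 also: 100% = MG132 at 30 µM as the positive control and 0% = DMSO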
APP 5UTR inh – APP translation inhibition | SH-SY5Y APP 5'UTR-luciferase reporter, luminescence | inhibition, % at 2 µM | hit rate 0.82% among 190,000;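 active = inhibition above a set limit, derived from the sample mean plus 3 SD, cut at about 45% in these data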; also: values of inactives mirror those of a sister screen read the other way
RAM network inh – inhibitors of the yeast RAM network; AID 868; S. cerevisiae dse1pr::URA3 reporter, 5-FOA growth OD615, 2 d; analog-sensitive cbk1-as2 kinase mutant strain; inhibition, % at 50 µM; hit rate 1.8% among 190,000;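 active = inhibition above a set limit, 3 SD over mean compound inhibition, cut at about 8.4% in these data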;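 also: 0% = DMSO-only wells with no growth and 100% = 10 µM 1-NA-PP1 full growth; inhibition rescues growth on 5-FOA so higher OD means more RAM inhibition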
STAT1 act – activators of IFN-gamma induced STAT1 signaling; NIH 3T3 STAT1-luciferase reporter, luminescence; 100% = IFN-gamma alone, no compound; activation (% of control), % at 5.5 µM; hit rate 2.6% among 200,000; AID 932;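 active = activation above the screen-wide mean activation plus 3 SD, cut at about 130% in these data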;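 also: raw ratio to IFN-gamma control signal so 100% means no change and 0% no light; values of inactives mirror those of a sister screen read the other way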
STAT1 inh – reduces IFN-gamma driven STAT1 reporter signal; NIH 3T3 STAT1-luciferase reporter, luminescence; inhibition, % at 5.5 µM; hit rate 0.35% among 200,000; AID 920;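 active = inhibition above a set limit, the mean inhibition across all tested compounds plus 3 SD, cut at about 34% in these data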;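 also: 0% = IFN-gamma with DMSO and 100% = IFN-gamma with 300 µM nifuroxazide; values of inactives mirror those of a sister screen read the other way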
STAT3 activator – activators of IL-6 induced STAT3 signaling. U3A cells, IL-6 STAT3-luciferase reporter, luminescence; 100% = signal with IL-6 EC80 alone. activation (% of control), % at 5.6 µM. hit rate 0.91% among 190,000. AID 871;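 active = activation above the screen-wide mean of compound activation plus 3 SD, cut at about 130% in these data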;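 also: 0% = background luminescence of wells with medium and substrate only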
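Test system: STAT3-luciferase reporter U3A cells; Detection: reporter luminescence signal; Times: 1 h compound pre-exposure, 6 h IL-6 stimulation, 37 °C; Benchmarks: IL-6-only high control; Also added: IL-6 stimulus at 33 ng/mL final.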
APP 5'UTR act – activates APP 5'UTR luciferase reporter. AID 1276. SH-SY5Y APP 5'UTR luciferase reporter, luminescence; zero percent = DMSO vehicle wells. hit rate 1% among 190,000. activation, % at 2 µM;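 active = activation above a set limit, based on mean plus 3 SD of controls, cut at about 140% in these data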; also: values of inactives mirror those of a sister screen read the other way
NF-kB expr up – raises NF-kB expression in human neuronal cells. AID 1239. fold change at 12.5 µM. hit rate 1.6% among 190,000. NF-kB reporter expression; stronger effect = higher value; in the data active = fold change above about 3.3
STAT3 blocker – reduces IL-6 driven STAT3 reporter signal | hit rate 0.89% among 190,000 | inhibition, % at 5.5 µM | AID 862 | U3A cells, IL-6 STAT3-luciferase reporter, luminescence; host cell line lacks STAT1;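 active = inhibition above the mean inhibition across all screened compounds plus 3 SD, cut at about 44% in these data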;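 also: 0% = DMSO only wells and 100% = 100 µM nifuroxazide control wells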
Active calls of the source: *; / = not tested or not shown.

Order of values – FLuc inhib CS	Hsp70 act	APP 5UTR inh	RAM network inh	STAT1 act	STAT1 inh	STAT3 activator	APP 5'UTR act	NF-kB expr up	STAT3 blocker
- Nc1ccc(C2(c3ccc(N)cc3)CN3CCC2CC3)cc1
  0	-0.5	-4	0.9	95	0	104	4	1.9	-4
- CN(C)c1ccc(/C=C/c2cc[n+](C)c3ccccc23)cc1
  15	-0.1	-5	0.9	74	26	43	5	0.94	72*
- O=c1cc(C2CCNCC2)[nH][nH]1
  -8	-0.2	-16	1.6	106	-6	101	16	1.1	5
- NC(=O)c1c(NC(=O)c2ccc(S(=O)(=O)N(CCCl)CCCl)cc2)sc2c1CCCCC2
  -7	-0.2	-3	2.3	96	4	102	3	1.2	-2
- O=[N+]([O-])c1ccc(N2CCCC2)cc1N/N=C1\CN2CCC1CC2
  -6	-0.4	20	3.0	101	-2	93	-20	1.3	12
- CCOC(=O)C1CCN(/C=C2/C(=O)NC(=S)N(c3ccccc3F)C2=O)CC1
  -6	-0.4	13	0.8	97	2	99	-13	1	3
- COc1ccc(-n2c(/C=C/c3ccc4c(c3)OCO4)nc3ccccc3c2=O)cc1
  -5	-0.3	14	7.0	87	16	92	-14	1.1	8
- Cc1cc(NC(=O)CCl)nn1C
  -3	-0.3	-21	0.1	103	-5	98	21	1.2	4
- CCOC(=O)c1nsnc1NCCCl
  -2	0.1	-20	-0.1	96	3	112	21	0.93	-10
- Cc1ccc(CN2CCN(C)CC2)c(C)c1
  -7	0.4	-6	1.9	91	11	103	6	0.94	1
- c1ccc2c(c1)[nH]c1cnccc12
  0	-0.3	4	1.5	94	6	91	-4	1.2	13
- CC(=O)NC(Cc1ccc(N(CCCl)CCCl)cc1)C(=O)O (stereo not drawn)
  -3	-0.4	-14	0.8	103	-3	102	14	1	-2
- O=C(CN1CCN(CCO)CC1)Nc1ccc(Cl)cc1C(=O)c1ccccc1
  -1	0.0	-10	3.4	100	0	92	10	1.2	13
- CC(N)Cc1c[nH]c2cc3c(cc12)OCCO3 (stereo not drawn)
  -2	0.1	-17	2.2	96	6	101	17	0.94	3
- Cc1ccc(C2N(c3ccccn3)C(=O)C3CCCN32)o1 (stereo not drawn)
  -7	-0.1	-14	1.4	88	11	100	14	1.1	2
- COc1ccc(OC)c(-n2c(O)c(C=Nc3c(C)n(C)n(-c4ccccc4)c3=O)c(=O)[nH]c2=O)c1
  -2	-0.4	6	-0.9	94	6	103	-6	1.1	1
- C#CCN1C(=O)C2(C(C#N)=C(N)OC(C)=C2C(=O)OCc2ccccc2)c2ccccc21 (stereo not drawn)
  -2	0.1	5	0.6	100	0	102	-5	1	1
- CCCn1c(C)cc(C=O)c1C
  -4	-0.2	-17	-0.4	103	-4	101	17	1.1	4
- O=C(CCN1C(=O)COc2ccccc21)N1CCC2(CC1)OCCO2
  -8	0.1	9	-0.3	104	-4	98	-9	1.1	7
- CCOc1ccc(-n2c(O)c(C=NCCN3CCNCC3)c(=O)[nH]c2=O)cc1
  -2	-0.2	-3	-1.2	91	9	101	3	1	-3
- CC1(C)COC(Nc2ccc(Cl)cc2)=N1
  -3	-0.2	6	-1.8	100	0	100	-6	1.3	-2
- O=C(c1cc(-c2ccccc2)on1)N1CCC2(CC1)OCCO2
  19	0.2	-50	0.0	137*	-40	107	50	5.2*	1
- CCC(C)/C=C(C)/C=C/C1=CC2=C(Cl)C(=O)C(C)(OC(C)=O)C(=O)C2=CO1 (stereo not drawn)
  3	-0.5	-12	4.6	107	-9	/	12	0.84	/
- COC(=O)CC1=C(C(=O)OC)C2(C(=O)Nc3c(C)cccc32)C(C#N)=C(N)O1 (stereo not drawn)
  0	-0.2	6	1.2	96	5	95	-6	0.86	9
- O=C(c1ccc(Cl)cc1)C1CCCN(Cc2ccon2)C1 (stereo not drawn)
  -2	-0.3	0	0.1	97	4	103	0	0.95	2
- Oc1c(Br)cc(Br)cc1CN1CCN(Cc2ccccc2)CC1
  -7	-0.1	4	-0.8	102	-3	104	-3	0.97	-4
- Cc1nn(Cc2ccccc2)c(C)c1C(=O)OCC(=O)NCc1ccco1
  -4	-0.1	-10	1.9	107	-8	103	10	1.1	2

Reprinted from the entries so far for reference:
Order of values – FLuc inhib CS	Hsp70 act	APP 5UTR inh	RAM network inh	STAT1 act	STAT1 inh	STAT3 activator	APP 5'UTR act	NF-kB expr up	STAT3 blocker
- O=C(CCN1C(=O)COc2ccccc21)N1CCC2(CC1)OCCO2
  -8	0.1	9	-0.3	104	-4	98	-9	1.1	7
- CCOc1ccc(-n2c(O)c(C=NCCN3CCNCC3)c(=O)[nH]c2=O)cc1
  -2	-0.2	-3	-1.2	91	9	101	3	1	-3
- CC1(C)COC(Nc2ccc(Cl)cc2)=N1
  -3	-0.2	6	-1.8	100	0	100	-6	1.3	-2
- O=C(c1cc(-c2ccccc2)on1)N1CCC2(CC1)OCCO2
  19	0.2	-50	0.0	137*	-40	107	50	5.2*	1
- CCC(C)/C=C(C)/C=C/C1=CC2=C(Cl)C(=O)C(C)(OC(C)=O)C(=O)C2=CO1 (stereo not drawn)
  3	-0.5	-12	4.6	107	-9	/	12	0.84	/

A draw from above in order of SMILES length, descending:
Order of values – FLuc inhib CS	Hsp70 act	APP 5UTR inh	RAM network inh	STAT1 act	STAT1 inh	STAT3 activator	APP 5'UTR act	NF-kB expr up	STAT3 blocker
- CCOc1ccc(-n2c(O)c(C=NCCN3CCNCC3)c(=O)[nH]c2=O)cc1
  -2	-0.2	-3	-1.2	91	9	101	3	1	-3
- Cc1nn(Cc2ccccc2)c(C)c1C(=O)OCC(=O)NCc1ccco1
  -4	-0.1	-10	1.9	107	-8	103	10	1.1	2
- Oc1c(Br)cc(Br)cc1CN1CCN(Cc2ccccc2)CC1
  -7	-0.1	4	-0.8	102	-3	104	-3	0.97	-4
- Nc1ccc(C2(c3ccc(N)cc3)CN3CCC2CC3)cc1
  0	-0.5	-4	0.9	95	0	104	4	1.9	-4
- CCOC(=O)c1nsnc1NCCCl
  -2	0.1	-20	-0.1	96	3	112	21	0.93	-10
- CCCn1c(C)cc(C=O)c1C
  -4	-0.2	-17	-0.4	103	-4	101	17	1.1	4

Some of the compounds tested. The share of hits here may be higher or lower than overall.
